From PubChem
ERp5 inh = inhibitors of human ERp5; ERp5 insulin aggregation, absorbance 650 nm, 90 min; inhibition, % at 9.99 µM; actives 0.05% (n = 350,000);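 active = mean replicate inhibition above about 25%, with every replicate also reaching it, limit read from the data, passing the limit was not always enough; inconclusive = only one of those two criteria met; inactive = neither criterion met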
Target sequence (Q15084 whole entry, looked up): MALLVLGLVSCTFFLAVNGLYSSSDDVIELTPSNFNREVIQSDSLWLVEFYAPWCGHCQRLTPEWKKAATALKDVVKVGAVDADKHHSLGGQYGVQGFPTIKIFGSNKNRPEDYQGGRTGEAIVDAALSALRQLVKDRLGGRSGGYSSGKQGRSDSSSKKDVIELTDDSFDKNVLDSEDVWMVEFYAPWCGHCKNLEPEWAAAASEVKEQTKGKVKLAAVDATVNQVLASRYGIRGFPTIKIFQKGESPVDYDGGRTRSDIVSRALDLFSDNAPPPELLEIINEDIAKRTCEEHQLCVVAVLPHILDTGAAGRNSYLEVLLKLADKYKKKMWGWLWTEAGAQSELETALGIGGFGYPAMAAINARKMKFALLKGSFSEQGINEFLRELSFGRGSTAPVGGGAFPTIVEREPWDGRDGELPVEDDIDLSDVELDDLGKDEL
C2C12 statin = suppressors of simvastatin-induced myotoxicity in C2C12 myotubes | rescue of ATP level, % at 7.49 µM | AID 602340 | ATP luminescence, 48 h; scaled: DMSO 0, geranylgeraniol control 100 | actives 0.78% (n = 330,000);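 active = mean ATP rescue above about 67%, or every replicate alone reaching that limit, limit read from the data, passing the limit was not always enough; inconclusive = no clear call, values can overlap the other calls; inactive = mean under the limit and some replicate under it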;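 note: myotubes were challenged with 10 µM simvastatin during compound exposure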
DENV2 CPE = DENV2-induced cell death inhibition; DENV2-infected cells, cytopathic effect rescue, plate reader; CPE inhibition, % at 9.99 µM; actives 1.7% (n = 350,000); in the data active = CPE inhibition above about 20%, passing the limit was not always enough; inconclusive = no clear call, values can overlap the other calls; tested in BHK-21 cells;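 note: 0% = median of neutral control wells and 100% = median of positive control wells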
S100A4 inh HTS = S100A4-myosin IIA interaction inhibition. inhibition, % at 10.7 µM. actives 0.14% (n = 360,000). P26447. S100A4/TAMRA-MyoIIA peptide fluorescence polarization;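 active = mean inhibition of at least 70% across replicates, with every replicate also reaching that level; inconclusive = mean inhibition reaches 70% but some replicates fall short; inactive = mean inhibition below 70%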
Target sequence (P26447 whole entry, looked up): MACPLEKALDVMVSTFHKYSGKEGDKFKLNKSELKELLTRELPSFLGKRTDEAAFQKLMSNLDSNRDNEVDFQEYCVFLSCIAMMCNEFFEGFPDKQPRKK
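assay system = human S100A4 monomer with TAMRA-labelled myosin IIA peptide | also added = labelled myosin peptide probe, 5 nM | incubation = 5 min between mix addition and reading | control set = DMSO and TFP controls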
SIRT5 inh = blocks human SIRT5 desuccinylation of peptide; Q9NXA8; Purified SirT5, succinyl-peptide AMC, trypsin-coupled fluorescence; inhibition, % at 15 µM; actives 1.1% (n = 330,000); AID 652115; in the data active = inhibition above about 15%; inconclusive = no clear call, values can overlap the other calls
Target sequence (Q9NXA8 whole entry, looked up): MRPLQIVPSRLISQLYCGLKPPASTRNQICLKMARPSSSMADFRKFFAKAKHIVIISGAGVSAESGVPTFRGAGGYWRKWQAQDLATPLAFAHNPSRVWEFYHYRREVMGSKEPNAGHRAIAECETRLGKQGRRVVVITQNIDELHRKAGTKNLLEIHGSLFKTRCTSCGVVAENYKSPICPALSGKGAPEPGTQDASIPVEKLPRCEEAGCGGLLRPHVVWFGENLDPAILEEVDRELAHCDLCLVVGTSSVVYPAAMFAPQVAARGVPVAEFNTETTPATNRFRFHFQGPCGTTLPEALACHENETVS
PglD DTNB = blocks C. jejuni PglD acetyltransferase activity | purified PglD enzyme, DTNB colorimetric CoA detection | inhibition, % at 12.5 µM | actives 0.098% (n = 360,000) | AID 602405; in the data active = inhibition above about 16%, passing the limit was not always enough; inconclusive = no clear call, values can overlap the other calls; note: strong numbers were not always called active
E-selectin induc = E-selectin induction on HUVECs; P16581; HUVEC E-selectin immunofluorescence imaging; normalized: neutral wells 0, TNF-alpha wells 100; activation, % at 7.58 µM; actives 0.37% (n = 260,000);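 active = mean E-selectin-positive cell signal at least 10% of the positive control, reached in at least 60% of replicates, without over 20% cell loss; inconclusive = no rule given, readout overlaps actives, possibly toxicity-flagged; inactive = the rest, including those meeting only one limit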;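 note: in these data hits start at about 27%; measured in HUVEC primary endothelial cells; signal is the percent of cells scored E-selectin positive by PE staining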
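Test system: HUVEC; input: 3,000 HUVEC/well; measured by: immunofluorescence imaging; read-out: % PE-positive cells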
Active calls of the source: *; ? = inconclusive; . = not tested or not shown; & = joins results of further samples. The list is partial; rates above refer to the full screens.

SMILES	ERp5 inh	C2C12 statin	DENV2 CPE	S100A4 inh HTS	SIRT5 inh	PglD DTNB	E-selectin induc
CCOC(=O)CNc1nc(Cl)nc(Nc2ccccc2)n1	2	.	-4	-5	-1	.	-0.8
O=C(Nc1nnc(COc2ccc(Br)cc2)s1)c1ccco1	2	.	-3	1	-2	16	0.2
O=C(Cc1ncc(C(F)(F)F)cc1Cl)NCc1ccco1	-1	-1	3	-6	-4	7	.
CC(=O)N/N=C(\C)c1cccc(NC(=O)c2cccs2)c1	1	.	?	-6	.	.	.
CCCC(=O)Nc1ccc2c(c1)OC[C@@H](C)N(C(=O)Cc1cccnc1)C[C@@H](C)[C@H](OC)CN(C)C2=O	2	2	7	-12	-2	3	-0.3
CCCOc1ccc(/C=N/Nc2cc(N3CCOCC3)ncn2)c(O)c1	1	-14	-10	-11	-4	11	0.0
Cc1ccc(N(Cc2ccccc2F)S(C)(=O)=O)c(C)c1	?	.	.	4	-5	.	.
C[C@H](CO)N1C[C@H](C)[C@H](CN(C)Cc2ccc(Oc3ccccc3)cc2)Oc2ccc(NC(=O)C3CC3)cc2CC1=O	3	13	-2	7	6	2	24
Cc1ccc(C)c(NC(=O)CN(C)C(=O)CN2C(=O)NC3(CCc4ccccc43)C2=O)c1 (configuration not stated)	-1	-3	7	1	-2	.	-0.2
O=C(COC(=O)C1=NN(c2ccccc2)C(=O)CC1)NCc1ccccc1Cl	-4	29	-3	-3	-2	-4	.
O=C(CSc1ccccc1F)NC(=O)NCc1ccco1	2	.	-5	8	-6	-1	0.1
COC(=O)c1cn(CCC#N)nc1-c1ccc2ccccc2c1	-2	4	?	-18	-1	7	0.0
CCCN1CNC(=S)N(c2ccc(C)cc2C)C1	1	.	7	-3	2	.	3.5
CCCc1cn(CC[C@@H]2CC[C@H](NC(=O)Nc3ccc4c(c3)OCO4)[C@H](CO)O2)nn1	9	5	3	2	2	-1	0.9
C[C@@H]1CCCCO[C@H](CN(C)Cc2ccncc2)[C@H](C)CN([C@@H](C)CO)C(=O)c2cc(NS(=O)(=O)c3ccc(Cl)cc3)ccc2O1	0	11	-1	2	8	2	-0.2
C[C@H](NC(=O)C[C@H]1C[C@H]2c3cc(NC(=O)Nc4ccc(C(F)(F)F)cc4)ccc3O[C@H]2[C@@H](CO)O1)c1ccccc1	-2	2	4	-8	2	3	3.3
O=S(=O)(c1ccc(Cl)cc1)N1[C@@H]2CNC[C@H]1C2c1ccc(-c2cccnc2)cc1 (some centres not stated)	6&-1	.	3&-3	-5&-6	4&1	.	0.0&-0.2
CC(C)c1ccc(NC(=O)C2Cc3c(-c4ccc(Cl)cc4)ccnc3O2)cc1 (configuration not stated)	3	.	16	1	-1	-1	1.6
Cn1c(CN2CCOCC2)nc2cc(NC(=O)COc3ccccc3)ccc21	3	-1	2	1	-4	.	-0.1
CC(C)S(=O)(=O)c1cnc(-c2ccccn2)nc1N	6	.	-4	3	0	.	2.1
COc1cc(-c2cc(NC(C)=O)c3ncc(-c4ccc(F)cc4)n3c2)cc(OC)c1OC	8	-49	0	-6	.	4	0.1
COc1ccc(NS(=O)(=O)c2cc(NC(=O)c3ccccc3F)ccc2N2CCCC2)cc1	7	4	4	-3	6	.	0.1
CN(C)CC(=O)Nc1ccc2c(c1)[C@H]1C[C@H](CC(=O)NCCc3ccccc3)O[C@H](CO)[C@H]1O2	-2	0	13	-11	3	-2	-0.1
Cc1ccc(S(=O)(=O)N(C)C[C@H]2OCCCC[C@@H](C)Oc3ccc(NC(=O)NC4CCCCC4)cc3C(=O)N([C@@H](C)CO)C[C@H]2C)cc1	-4	.	-3	-12	12	1	-0.1
COc1cccc(-c2ccc([C@@H]3[C@H]4CN(S(=O)(=O)c5cccs5)CCCCN4[C@H]3CO)cc2)c1	-1	-24	-4	1	8	2	0.8
CCN(CC)C(=O)[C@H]1C[C@H](CC(=O)NCc2cccc(C(F)(F)F)c2)C(=O)N2CCc3c([nH]c4ccc(Cl)cc34)[C@]12C	3	-13	-2	0	3	3	.
Cc1ccc(S(=O)(=O)NCc2ccccn2)c(C)c1C	3	-1	2	5	-2	3	0.1
CCCNC(=O)N(C)C[C@H]1Oc2ncc(-c3ccc(F)cc3)cc2C(=O)N([C@@H](C)CO)C[C@@H]1C	5	-4	-5	4	-1	-35	0.0
Cc1ccc(CCN2CC(C(=O)NCc3ccc4c(c3)OCO4)CC2=O)cc1 (configuration not stated)	1	0	1	0	7	1	-0.2
O=C(c1ccc2c(=O)n(-c3ccccc3)c(=S)[nH]c2c1)N1CCN(c2ccccc2)CC1	-9	1	-7	-3	-2	6	.
COc1ccccc1-c1nc(SCC(=O)N2CCC(C(N)=O)CC2)n[nH]1	0	5	3	-14	-3	1	4.1
COCCNC(=O)CN(C(=O)c1ccc(N2CCCC2)nc1)c1ccccc1	6	.	11	-4	-1	.	-0.3
COC(=O)C1C(=O)C=C(Nc2ccc(F)cc2F)CC1c1ccc(OC)cc1 (configuration not stated)	3	7	-2	9	0	-5	.
Cc1ccccc1S(=O)(=O)Cc1ccc(C(=O)NCCCN2CCCC2)o1	2	-1	20	-4	-4	3	.
Cc1cc(C(=O)NC(CC(C)C)C(=O)O)cc(C)c1[N+](=O)[O-] (configuration not stated)	6	.	2	-16	-1	-1	0.0
CCn1ncc(Br)c1C(=O)Nc1ccccc1C(F)(F)F	5	-2	-3	20	0	7	-0.4

Some entries already given with just DENV2 CPE and C2C12 statin:
Structure	DENV2 CPE	C2C12 statin
Cc1ccc(S(=O)(=O)NCc2ccccn2)c(C)c1C	2	-1
COc1cccc(-c2ccc([C@@H]3[C@H]4CN(S(=O)(=O)c5cccs5)CCCCN4[C@H]3CO)cc2)c1	-4	-24
Cc1ccc(CCN2CC(C(=O)NCc3ccc4c(c3)OCO4)CC2=O)cc1 (configuration not stated)	1	0

Additional entries
SMILES	ERp5 inh	C2C12 statin	DENV2 CPE	S100A4 inh HTS	SIRT5 inh	PglD DTNB	E-selectin induc
Clc1cc2cccnc2c2ncccc12	2	7	-11	0	0	4	1.0
COc1cccc(CNC(=S)Nc2cc(OC)ccc2OC)c1	-8	7	-9	0	-4	0	-4.9
CCc1cc(=O)oc2cc(C)cc(OC(C)C(=O)NCCCn3ccnc3)c12 (configuration not stated)	2	-1	-2	-4	-9	7	.
CCOc1cc(CNn2cn[nH]c2=S)cc(Cl)c1OCc1ccccc1F	1	6	1	3	-7	6	0.2
CC(=O)c1c(C(C)=O)c(C)n(-c2ccc3ncccc3c2)c1C	-4	-6	-6	0	-1	0	.
COc1ccc(-c2nnc(SCC(=O)Nc3cc(C)on3)o2)cc1	0	.	.	0	1	.	.
COc1ccc(OCC(O)CN(CCO)CC(O)Cn2ccc3ccccc32)cc1 (configuration not stated)	-5	6	12	3	3	0	.
Cc1ccc(NC(=S)NCc2ccccc2)cc1C	1	.	-7	-4	2	.	.
CNC(=O)c1ccccc1S(=O)c1ccccc1COC(C)=O (configuration not stated)	1	5	-1	-1	-3	12	.
C[C@H](CO)N1C[C@H](C)[C@@H](CN(C)Cc2cccc(C(=O)O)c2)OCc2cnnn2CCCC1=O	7&-1	1&9	4&2	4&4	-5&-1	4&4	0.2
COC(=O)C1=C(C)NC(=O)CC1c1ccc(F)c(Br)c1 (configuration not stated)	2	-4	1	-17	-3	-7	.
C[C@@H]1CN([C@@H](C)CO)C(=O)CCCn2cc(nn2)CO[C@H]1CN(C)C(=O)c1ccc(N2CCN(C)CC2)cc1	-6&1	2&-1	-2&13	2&-5	4&-4	0	-0.1&-0.4

Three of the entries above in order of the SIRT5 inh value, lowest first:
| Compound | ERp5 inh | S100A4 inh HTS | SIRT5 inh | PglD DTNB |
| --- | --- | --- | --- | --- |
| CNC(=O)c1ccccc1S(=O)c1ccccc1COC(C)=O (configuration not stated) | 1 | -1 | -3 | 12 |
| CC(=O)c1c(C(C)=O)c(C)n(-c2ccc3ncccc3c2)c1C | -4 | 0 | -1 | 0 |
| Clc1cc2cccnc2c2ncccc12 | 2 | 0 | 0 | 4 |

The listing picks up, repeating the 4 entries before the break.
SMILES	ERp5 inh	C2C12 statin	DENV2 CPE	S100A4 inh HTS	SIRT5 inh	PglD DTNB	E-selectin induc
CNC(=O)c1ccccc1S(=O)c1ccccc1COC(C)=O (configuration not stated)	1	5	-1	-1	-3	12	.
C[C@H](CO)N1C[C@H](C)[C@@H](CN(C)Cc2cccc(C(=O)O)c2)OCc2cnnn2CCCC1=O	7&-1	1&9	4&2	4&4	-5&-1	4&4	0.2
COC(=O)C1=C(C)NC(=O)CC1c1ccc(F)c(Br)c1 (configuration not stated)	2	-4	1	-17	-3	-7	.
C[C@@H]1CN([C@@H](C)CO)C(=O)CCCn2cc(nn2)CO[C@H]1CN(C)C(=O)c1ccc(N2CCN(C)CC2)cc1	-6&1	2&-1	-2&13	2&-5	4&-4	0	-0.1&-0.4
Cc1cc(C)c(S(=O)(=O)N2CCOCC2)c(C)c1N(C)S(=O)(=O)c1ccccc1	0	3	-10	-2	1	-3	-0.4
CCN(Cc1cccs1)C(=O)CN1C(=O)NC2(CCCc3ccccc32)C1=O (configuration not stated)	-18	3	0	8	10	5	.
CCc1ccccc1N(C(=O)c1snc(C(N)=O)c1N)C(C(=O)NCC1CCCO1)c1ccc(OC)c(OC)c1 (configuration not stated)	3	-8	?	0	-3	2	.
COc1cc(/C=N/NC(=O)CC23CC4CC(CC(C4)C2)C3)cc(Br)c1OCC(=O)N(C)C	-5	.	0	0	12	.	1.9
CCOc1ccc(S(=O)(=O)NCc2ccc3c(c2)OCO3)cc1	2	13	-6	5	0	-2	.
O=C(CSc1nncs1)Nc1ccc(N2CCCCC2)cc1	6	-14	4	-7	1	0	0.0
COCC1CCN(Cc2nc(Cc3ccccc3Cl)no2)CC1	5	.	-7	0	-7	.	0.0
COc1ccc(-c2nnc(S/C(=C/c3ccc(Cl)cc3)C(=O)O)o2)cc1	-1	.	-2	11	0	.	.
Cc1ccc(-c2ccc3c(c2)O[C@@H](CN(C)C)[C@@H](C)CN([C@@H](C)CO)S3(=O)=O)cc1	3	12	17	-4	1	1	-0.2
Cc1cccc(Oc2nc(-c3ccncc3)nc3ccccc23)c1	2	.	-4	-4	-5	.	.
Cc1cccc(-c2nnc(SCC(=O)C(C)(C)C)n2C)c1	-5	-2	-2	-4	6	3	.
COc1ccc(NC(=O)C[C@H]2C(=O)N(Cc3ccccc3)C[C@@H]2C)cc1	5	11	4	-2	-5	-1	1.2
O=C(NCc1ccco1)Nc1cccc([N+](=O)[O-])c1	-1	1	?	-1	-2	4	0.2
CCCCSc1nc2c(c(C(F)(F)F)c1C#N)CCC2	4	-3	.	-3	-5	-1	.
CN(C)C(=O)C[C@H]1C=C[C@@H](NC(=O)Nc2cccc(F)c2)[C@H](CO)O1	-1	-7	-1	-5	1	0	-0.1
Cc1ccc(C(=O)O)cc1NCc1ccncc1	5	-3	-5	1	-4	-2	0.1
Cc1ccc(CN2C(=O)CCC2C(=O)N2CCN(c3ccccc3)CC2)cc1 (configuration not stated)	6	0	3	-1	-4	.	7.8
Cc1coc2c1c(C)cc1oc(=O)c(CC(=O)NCCC(=O)O)c(C)c12	3	6	-3	3	-12	2	.

2 compounds picked at random from those above:
SMILES	ERp5 inh	C2C12 statin	DENV2 CPE	S100A4 inh HTS	SIRT5 inh	PglD DTNB	E-selectin induc
Cc1ccc(C(=O)O)cc1NCc1ccncc1	5	-3	-5	1	-4	-2	0.1
Cc1coc2c1c(C)cc1oc(=O)c(CC(=O)NCCC(=O)O)c(C)c12	3	6	-3	3	-12	2	.
